PP1 inh: PP1-alpha phosphatase inhibitors, primary screen, counter-screen for PP5 inhibitor project, biochemical, fluorescence, OMFP substrate, single point; AID 2235, 2010; Serine/threonine-protein phosphatase PP1-alpha catalytic subunit (Homo sapiens), P62136; inhibition, % at 6.7 µM; 320,000 tested, 0.9% active; purified PP1alpha;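 active = inhibition above the mean inhibition of all tested compounds plus 3 SD, computed separately for each screening campaign, cut at about 15% in these data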
Target sequence (P62136 whole entry, looked up): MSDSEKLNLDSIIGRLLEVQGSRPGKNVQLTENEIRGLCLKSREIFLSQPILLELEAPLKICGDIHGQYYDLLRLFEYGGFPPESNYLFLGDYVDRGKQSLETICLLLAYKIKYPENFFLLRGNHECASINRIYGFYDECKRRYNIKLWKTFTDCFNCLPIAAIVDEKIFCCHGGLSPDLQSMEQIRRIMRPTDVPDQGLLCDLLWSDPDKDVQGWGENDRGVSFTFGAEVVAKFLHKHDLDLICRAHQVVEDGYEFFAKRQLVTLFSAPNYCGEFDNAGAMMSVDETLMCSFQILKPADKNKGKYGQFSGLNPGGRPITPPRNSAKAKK
core dimer inh: inhibitors of HCV core protein dimerization, primary screen, biochemical, TR-FRET, high-throughput; TR-FRET GST/Flag-core106 dimerization, 1536-well; AID 1899, 2009; inhibition, % at 5 µM; 300,000 tested, 0.33% active;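 active = inhibition above the mean of all tested compounds plus 3 SD, set per screening campaign, cut at about 45% in these data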
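Test system: GST/Flag-tagged HCV core106 proteins; Medium: KF-containing HEPES buffer, pH 7.45, DTT, CHAPS, BSA; Times: compound-protein-antibody incubation 4 h at 22.5 °C; Detection: TR-FRET 671 and 617 nm emission; Benchmarks: wells lacking GST-core106 and wells with excess unlabelled core106.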
TPT1 inh: Candida albicans TPT1 enzyme inhibitors, primary screen, biochemical, fluorescence polarization; inhibition, % at 5 µM; recombinant caTPT1, FP RNA substrate dephosphorylation; 300,000 tested, 0.81% active; tRNA 2'-phosphotransferase TPT1 (Candida albicans SC5314);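 active = inhibition above the mean of all tested compounds plus 3 SD, set per screening campaign, cut at about 24% in these data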;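 also: plate controls were DMSO alone for no effect and ferristatin control at 100 nM for full effect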
CTSL1 counter: Fasciola hepatica cathepsin L1 inhibitors, primary screen, counter-screen for PFM18AAP inhibitor project, biochemical, QFRET, fluorogenic peptide substrate; recombinant F. hepatica cathepsin L1, Z-Leu-Arg-MCA fluorescence; inhibition, % at 5.96 µM; 300,000 tested, 0.49% active;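 active = inhibition above the mean of all tested compounds plus 3 SD, set per screening campaign, cut at about 17% in these data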;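 also: 0% = plate median of test compound wells and 100% = 1 µM Z-Phe-Ala-diazomethylketone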
EBNA-1 inh: EBNA-1 DNA-binding inhibitors, primary screen, biochemical, fluorescence polarization; inhibition, % at 14.8 µM; AID 1950, 2009; 300,000 tested, 0.34% active; in the data active = inhibition above about 28%
Efflux pump inh: inhibitors of Candida efflux pumps in yeast, primary screen, S. cerevisiae, Nile Red, multiplex; S. cerevisiae Candida pump triplex; inhibition, % at 10 µM; AID 485275, 2010; 330,000 tested, 0.44% active;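 active = plate passing quality check with inhibition over a set limit, or well fluorescence over plate mean plus 4 SD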;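 also: Nile Red retained in pooled yeast measured as flow cytometry median fluorescence; 0% = buffer negative control and 100% = Enniatin B positive control; higher means more Nile Red kept so more efflux inhibition; some compounds called inactive have numbers as strong as hits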
PP5 primary: PP5 phosphatase inhibitors, primary screen, biochemical, fluorescence; Serine/threonine-protein phosphatase 5 (Homo sapiens), P53041; purified PP5c, OMFP substrate fluorescence; inhibition, % at 6.7 µM; 320,000 tested, 0.18% active;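 active = inhibition above the campaign's mean inhibition across all tested compounds plus 3 SD, cut at about 9.5% in these data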;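 also: 0% = DMSO only and 100% = 100 µM cantharidin control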
Target sequence (P53041 whole entry, looked up): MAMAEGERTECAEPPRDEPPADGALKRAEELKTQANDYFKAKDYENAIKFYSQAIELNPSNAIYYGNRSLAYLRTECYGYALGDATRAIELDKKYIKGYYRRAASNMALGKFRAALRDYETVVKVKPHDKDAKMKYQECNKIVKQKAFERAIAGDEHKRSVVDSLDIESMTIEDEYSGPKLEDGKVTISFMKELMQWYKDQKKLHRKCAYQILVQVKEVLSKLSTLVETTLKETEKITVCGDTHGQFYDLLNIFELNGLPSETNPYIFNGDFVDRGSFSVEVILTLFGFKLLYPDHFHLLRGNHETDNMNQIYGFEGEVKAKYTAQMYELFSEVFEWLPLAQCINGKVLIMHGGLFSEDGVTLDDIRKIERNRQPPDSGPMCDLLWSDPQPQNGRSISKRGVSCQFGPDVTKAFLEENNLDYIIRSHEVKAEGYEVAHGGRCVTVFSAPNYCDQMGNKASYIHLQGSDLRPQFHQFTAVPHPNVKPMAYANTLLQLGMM
PREPL inhibitor: PREPL enzyme inhibitors, primary screen, biochemical, fluorescence polarization | inhibition, % at 5.96 µM | 320,000 tested, 0.68% active | Prolyl endopeptidase-like (Homo sapiens), Q4J6C6 | recombinant PREPL, fluorescence polarization activity-based probe; in the data active = inhibition above about 43%;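 also: 0% = enzyme with DMSO and 100% = wells lacking enzyme; many of its hits are not listed in these tables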
ZTA counter: counter-screen for EBNA-1 inhibitors: inhibitors of Epstein-Barr virus ZTA. inhibition, % at 11 µM. ZTA-DNA binding, fluorescence polarization. 320,000 tested, 0.15% active; in the data active = inhibition above about 33%
Target sequence (P03206 whole entry, looked up): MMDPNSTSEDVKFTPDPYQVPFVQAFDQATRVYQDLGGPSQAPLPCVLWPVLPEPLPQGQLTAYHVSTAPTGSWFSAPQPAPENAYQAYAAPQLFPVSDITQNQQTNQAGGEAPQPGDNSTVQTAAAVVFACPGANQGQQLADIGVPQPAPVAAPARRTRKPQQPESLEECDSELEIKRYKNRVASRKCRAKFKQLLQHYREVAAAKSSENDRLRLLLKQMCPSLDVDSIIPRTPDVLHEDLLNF
* = called active by the depositor; x = not tested or not shown; & = joins results of further samples.

SMILES | PP1 inh | core dimer inh | TPT1 inh | CTSL1 counter | EBNA-1 inh | Efflux pump inh | PP5 primary | PREPL inhibitor | ZTA counter
CC(C)(C)c1ccc(OCCNC(=O)Cc2ccc(F)cc2)cc1 | 4 | 0 | -6 | 4 | 7 | -5.7 | 3.5 | 2 | -15
COc1cc(-c2ccccc2)nc(N)n1 | 1 | -5 | 0 | -4 | 3 | 0.0 | 1.9 | 1 | -17
CCCNc1nc2c(c(=O)[nH]c(=O)n2C)n1Cc1cccc(Br)c1 | 2 | 4 | -3 | 0 | 8 | 0.0 | 1.8 | -1 | 2
CCOC(=O)CCc1c(C)nc2cc(-c3ccc(F)cc3)[nH]n2c1=O | -2 | -1 | -2 | 0 | 7 | 0.0 | -1.8 | 11 | 9
O=C(Cc1cccs1)N1CCN(C(=O)C2CCCO2)CC1 (stereo not drawn) | -6 | 3 | -3 | -2 | 3 | 0.0 | 1.0 | 0 | 0
Cc1ccc(C(C(=O)NC2CCCC2)N(Cc2ccc3c(c2)OCO3)C(=O)c2snc(C(N)=O)c2N)cc1 (stereo not drawn) | 2 | 14 | -2 | 6 | 5 | 0.0 | 1.6 | -2 | 57*
CC(C)C(c1nnnn1Cc1ccccc1)N(Cc1ccco1)Cc1cccs1 (stereo not drawn) | 4 | 6 | -3 | 3 | -1 | 0.0 | 1.0 | 2 | 2
c1ccc(CCNc2ncnc3ccccc23)cc1 | -3 | -3 | -1 | -2 | -1 | 0.1 | 1.9 | 14 | 2
Cc1[nH]nc2c1C(c1cc(Br)cs1)C(C#N)=C(N)O2 (stereo not drawn) | -1 | -2 | -2 | 1 | 5 | 0.0 | -0.6 | -54 | 4
CCN(C(=O)CSc1ccc(S(=O)(=O)N2CCOCC2)cn1)c1ccccc1 | 1 | x | x | x | x | 0.1 | 2.6 | 14 | 1
O=C(c1ccccc1)c1cn[nH]c1-c1ccccc1O | -1 | -3 | 0 | -2 | 8 | 0.1 | -0.1 | 2 | 6
O=C(O)c1ccc(O)c(O)c1 | -2 | -2 | -2 | -2 | 3 | -0.3 | 3.4 | 9 | 2
COc1cccc(NC(=O)Nc2ccc(Br)cn2)c1 | 2 | 2 | 2 | 2 | 24 | 0.0 | -0.4 | 4 | 8
CC(C)(C)N(Cc1cc2ccccc2[nH]c1=O)C(=O)c1ccco1 | -3 | 1 | 2 | -6 | -1 | -0.1 | -0.3 | 6 | -4
Cn1ncn2c(=O)c3c(nc12)-c1ccccc1CC31CCCC1 | 3 | 1 | -1 | -1 | 0 | 0.0 | 1.5 | -3 | -2
COc1ccc(NC(=O)CCc2nc(-c3ccc(C)cc3)no2)c(OC)c1 | 0 | 0 | -3 | -1 | 5 | -0.1 | -0.7 | 15 | -10
COC(=O)c1sc2ccccc2c1-n1cccc1C(=O)C(=O)Nc1ccc(F)cc1 | 1 | 7 | -4 | -2 | -11 | -0.1 | 1.9 | -3 | -14
O=C(OCCCCN1C(=O)c2ccccc2C1=O)c1ccc(S(=O)(=O)N2CCCC2)cc1 | 0 | 7 | -2 | -1 | 1 | 0.0 | -2.2 | -1 | -1
Cc1ccc(C(C(=O)NCC2CCCO2)N(C(=O)c2snc(C(N)=O)c2N)c2ccc(C)c(C)c2)o1 (stereo not drawn) | -2 | 7 | 0 | 7 | -1 | 0.1 | -1.9 | -6 | 7
Cc1oc2cc3oc(=O)c(CCC(=O)NCCCC(=O)O)c(C)c3cc2c1C | 0 | 3 | -3 | 4 | -8 | 0.1 | 3.1 | -4 | 7
Oc1ccc(Nc2ncnc3c2oc2ccccc23)cc1 | -4 | -4 | 3 | -1 | -1 | 0.2 | 4.6 | 0 | -4
Cc1ccccc1C(=O)N/N=C1/SCC(=O)N1Cc1ccccc1 | -3 | 5 | -1 | 2 | 5 | -0.1 | 0.9 | -7 | 13
C=CCOc1ccc2c(CC)cc(=O)oc2c1C | 6 | 4 | -3 | -2 | -6 | 0.0 | -1.1 | -5 | 12
COc1cc(C(=O)N/C(=C/c2ccc(F)cc2)C(=O)NC(C(=O)O)c2ccccc2)cc(OC)c1OC (stereo not drawn) | 5 | -8 | -4 | 3 | -12 | -0.1 | -5.8 | 7 | -23
CCOc1ccc(C(=O)COC(=O)Cc2n[nH]c(=O)c3ccccc23)cc1 | -1 | 1 | 1 | 4 | -1 | 0.0 | -1.4 | 1 | 3
Cc1nc(N2CCOCC2)c2cc(-c3ccccc3)sc2n1 | 2 | 4 | 2 | 3 | 11 | 0.0 | 0.2 | 6 | -6
CSc1c(CC(=O)Nc2ccccc2)n(C)c2ccccc12 | 3 | 0 | -3 | 0 | -12 | 0.0 | 4.5 | 2 | -19
Cc1nc2ccccc2c(=O)n1NC(=O)C1CCC(C(C)(C)C)CC1 (stereo not drawn) | -3 | 2 | 1 | -1 | -9 | 0.5 | 2.4 | -2 | -4
CN1CCC[C@H]1c1cccnc1 | 1&-4 | 9&0 | -2&2 | 0&2 | -3&2 | 0.0&0.5 | -1.1&2.1 | -4&2 | 10&10
N#C/C(=C\c1ccc([N+](=O)[O-])o1)c1nc2ccccc2[nH]1 | -3 | -51 | 29* | 5 | 1 | 5.1* | 3.5 | 14 | -12

An excerpt of these results, with values under each structure.
Every second line gives: PP1 inh, core dimer inh, TPT1 inh, CTSL1 counter, EBNA-1 inh, Efflux pump inh, PP5 primary, PREPL inhibitor, ZTA counter
- COC(=O)c1sc2ccccc2c1-n1cccc1C(=O)C(=O)Nc1ccc(F)cc1
  1, 7, -4, -2, -11, -0.1, 1.9, -3, -14
- O=C(OCCCCN1C(=O)c2ccccc2C1=O)c1ccc(S(=O)(=O)N2CCCC2)cc1
  0, 7, -2, -1, 1, 0.0, -2.2, -1, -1
- Cc1ccc(C(C(=O)NCC2CCCO2)N(C(=O)c2snc(C(N)=O)c2N)c2ccc(C)c(C)c2)o1 (stereo not drawn)
  -2, 7, 0, 7, -1, 0.1, -1.9, -6, 7
- Cc1oc2cc3oc(=O)c(CCC(=O)NCCCC(=O)O)c(C)c3cc2c1C
  0, 3, -3, 4, -8, 0.1, 3.1, -4, 7
- Oc1ccc(Nc2ncnc3c2oc2ccccc23)cc1
  -4, -4, 3, -1, -1, 0.2, 4.6, 0, -4
- Cc1ccccc1C(=O)N/N=C1/SCC(=O)N1Cc1ccccc1
  -3, 5, -1, 2, 5, -0.1, 0.9, -7, 13
- C=CCOc1ccc2c(CC)cc(=O)oc2c1C
  6, 4, -3, -2, -6, 0.0, -1.1, -5, 12
- COc1cc(C(=O)N/C(=C/c2ccc(F)cc2)C(=O)NC(C(=O)O)c2ccccc2)cc(OC)c1OC (stereo not drawn)
  5, -8, -4, 3, -12, -0.1, -5.8, 7, -23
- CCOc1ccc(C(=O)COC(=O)Cc2n[nH]c(=O)c3ccccc23)cc1
  -1, 1, 1, 4, -1, 0.0, -1.4, 1, 3
- Cc1nc(N2CCOCC2)c2cc(-c3ccccc3)sc2n1
  2, 4, 2, 3, 11, 0.0, 0.2, 6, -6
- CSc1c(CC(=O)Nc2ccccc2)n(C)c2ccccc12
  3, 0, -3, 0, -12, 0.0, 4.5, 2, -19

(cont.)
SMILES | PP1 inh | core dimer inh | TPT1 inh | CTSL1 counter | EBNA-1 inh | Efflux pump inh | PP5 primary | PREPL inhibitor | ZTA counter
C=CCNC(=O)c1cc(C(=O)C(C)c2ncc(C(F)(F)F)cc2Cl)c[nH]1 (stereo not drawn) | 3 | 2 | 1 | 0 | 8 | 0.0 | 0.9 | -9 | -8
CCc1ccc(OCC(=O)NC(=S)Nc2ccc(C)cc2C)c(Br)c1 | -1 | 4 | 4 | -1 | -4 | 0.1 | 2.9 | 10 | -2
CCC(C)(C)NC(=O)C(c1ccc(OC)cc1)N(C(=O)CCC(=O)Nc1cc(C)on1)c1ccc2c(c1)OCO2 (stereo not drawn) | 1 | 16 | -2 | -2 | -1 | -0.4 | 2.7 | -3 | 5
O=C(Nc1ccon1)c1sc2ccccc2c1Cl | -1 | 5 | -1 | 0 | -6 | 0.0 | 1.1 | -37 | 11
CCOc1cc(C2NC(=O)NC(C)=C2C(=O)OCC2CCCCC2)ccc1O (stereo not drawn) | -1 | 9 | -1 | 1 | -6 | -0.2 | 3.9 | 4 | -9
O=C(NCc1ccccc1)C1CCC(CNS(=O)(=O)c2cccs2)CC1 (stereo not drawn) | 1 | -2 | 0 | -1 | -1 | -0.2 | 1.5 | 1 | -2
CCN(CC)S(=O)(=O)c1ccc(OC)c(NC(=O)c2cc([N+](=O)[O-])ccc2Cl)c1 | -4 | 2 | 3 | -2 | -9 | -0.1 | 3.5 | 2 | 1
CC(C)c1ccc(OCc2ccc(C(=O)N3CCCC3)o2)cc1 | 6 | 4 | 2 | 3 | -5 | -0.2 | 3.5 | 6 | -26
Cc1ccc(NC(=O)c2ccc(-n3cncn3)c([N+](=O)[O-])c2)cc1 | -4 | -3 | 3 | 5 | -5 | 0.1 | 0.6 | 10 | 17
CCOc1cc2[nH]c(=S)n(Cc3ccc(C)o3)c(=O)c2cc1OCC | -4 | 10 | 2 | 5 | 1 | 0.2 | -0.9 | 9 | 10
Cc1ccnc(NS(=O)(=O)c2ccc(NS(C)(=O)=O)cc2)n1 | -2 | 2 | -1 | -2 | 5 | 0.0 | -2.2 | -2 | 9
O=C(C1CCC(C(=O)N2CCc3ccccc32)CC1)N1CCc2ccccc21 (stereo not drawn) | 3 | 7 | 4 | 1 | 8 | -0.1 | 1.9 | 22 | 4
COc1cccc(/C=C2\SC(=S)N(CCC(=O)NCCc3ccc(O)cc3)C2=O)c1 | -5 | 9 | -1 | 3 | -5 | 0.0 | -2.4 | 3 | 9
CN(c1ccccc1)S(=O)(=O)c1cc(Cl)ccc1Cl | 0 | 15 | 3 | 1 | 4 | 0.0 | 1.6 | -28 | 2
O=C(N/N=C/c1cccnc1)c1cccc(N2CCCC2=O)c1 | -1 | -2 | 3 | 3 | -7 | 0.2 | 0.6 | 14 | 5
O=C(c1ccccc1Cl)N1CCc2ccccc2C1 | -3 | -3 | 4 | 1 | -1 | 0.1 | 0.5 | 4 | 7
CCn1cc(C(=O)OCC(=O)Nc2ccc(S(=O)(=O)N3CCCC3)cc2)c(=O)c2ccc(C)nc21 | 0 | 10 | -2 | 5 | -2 | 0.0 | -0.9 | 0 | 16
C=CCOc1ccc(/C=N/NC(=O)C(C)Sc2ccccn2)cc1OCC (stereo not drawn) | 1 | 3 | 2 | 4 | -2 | 0.5 | 1.4 | 2 | 12
O=S(=O)(Nc1ccc2c(c1)OCO2)c1cccc(Br)c1 | 0 | x | x | x | x | 0.0 | 0.4 | -3 | -4
CN(C(=O)c1cc([N+](=O)[O-])ccc1NCc1cccnc1)c1ccccc1 | -3 | 2 | -2 | 0 | 15 | -0.1 | -1.4 | -1 | -5
O=C(NC1CCS(=O)(=O)C1)c1cccc(S(=O)(=O)N2CCCCCC2)c1 (stereo not drawn) | 0 | 3 | -1 | -4 | 10 | -0.1 | 2.6 | 1 | 11

Bioassay records (PubChem BioAssay)

A portion of the library; rates above refer to the full screens.
